# Source: PubChem BioAssay
# ATXN2 expr inh: reduces ATXN2 reporter expression in HEK-293 cells | HEK-293 ATXN2-luciferase reporter, luminescence, 24 h | Potency, µM (titrated, usually from 57 µM), without a hit: top-dose activity change, negative = inhibition, usual class: inhibitors | hit rate 0.72% among 360,000 | AID 1745845; note: potency is the fitted concentration of half-maximal effect; % is set by controls: 0 for no effect and ±100 for the full control effect; nearly all actives have a fitted effect of over 55% in size
#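 ATXN2-luciferase reporter cells (luciferase flanked by upstream and downstream ATXN2 gene portions) were treated 24 h at 37 °C with compounds at up to 57 uM. SteadyGlo luminescence gave expression; GF-AFC fluorescence gave viability.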
# HT1080 IDH1KD tx: toxicity to HT-1080 IDH1 knockdown cells (counter line); HT-1080 IDH1 knockdown viability, ATP luminescence, 48 h; Potency, µM (highest dose often 46.1 µM), without a hit: top-dose activity, negative = toxicity, usual class: cytotoxic; hit rate 2% among 360,000;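 note: potency is the fitted concentration of half-maximal effect; 0% = DMSO wells and -100% = cell-free medium wells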
#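 Assay cells: HT-1080 with IDH1 knockdown, 750 per well, RPMI/5% FBS. Exposure: 48 h at 37 °C following 2 h pre-incubation. Read: CellTiter-Glo luminescence; fitted concentration-response, curve class assigned.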
# HT1080-NT tox: kills 2HG-producing HT-1080-NT fibrosarcoma cells. HT-1080-NT fibrosarcoma viability, CellTiter-Glo ATP luminescence, 48 h. Potency, µM (highest dose often 46.1 µM), for inactives: at the top dose activity, negative = less viability, hits mostly cytotoxic. hit rate 1.6% among 360,000;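 note: NT is the 2HG producing partner of a matched IDH1 knockdown line; potency is the fitted concentration of half-maximal effect; 0% = DMSO-treated cells and -100% = media-only wells without cells; nearly all actives have a fitted effect of over 55% in size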
#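 A 48-hour cytotoxicity screen used HT-1080-NT cells plated 2 hours before compound delivery. ATP-based CellTiter-Glo luminescence measured viability, normalized to DMSO and no-cell controls.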
# IL1B secr inh: blocks inflammasome-driven IL-1 beta release; activity change, % at 57.5 µM; THP-1 LPS/ATP IL-1B secretion, AlphaLISA, 16 h; stronger effect = lower value; hit rate 4.7% among 360,000; in the data active = activity change below about -50%; inconclusive = mostly about -30% to -49%; note: % is set by controls: 0 for no effect and ±100 for the full control effect
#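 THP-1 cells pretreated 1 hr with compounds (up to 57.5 uM final), then stimulated with LPS (250 ng/mL final) plus ATP (1.25 mM final); secreted IL-1B measured by AlphaLISA after 16 hr, decreased signal indicating inhibition.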
# SW480 rereplic: inducers of DNA re-replication in SW480 colon cancer cells. SW480 DNA re-replication, Hoechst DNA content imaging, 48 h. Potency, µM (series often up to 46.1 µM), for inactives: at the top dose re-replication activation, most hits filed as activators. hit rate 1.8% among 340,000. AID 624297; note: potency is the fitted concentration of half-maximal effect; % of control where 0% means no effect; nearly all actives have a fitted effect of over 55% in size
#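 Compounds, transferred as 23 nL by pin tool, were incubated with cells for 48 hr; DNA content per nucleus was then quantified by Hoechst staining and fluorescence plate imaging.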
# HepG2 viability: kills HepG2 cells in TGF-b inhibitor counter-screen; HepG2 CAGA-GFP viability, ATP luminescence, 18 h; Potency, µM (top dose mostly 46.1 µM), inactives show at the highest dose activity change, negative = cytotoxicity, actives largely listed as cytotoxic; hit rate 0.76% among 410,000; AID 588856; note: potency is the fitted concentration of half-maximal effect; some results filed as inactive show a strong effect at the top dose
#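 HepG2 CAGA-GFP cells (1000/well, DMEM with 1% FBS) received compound, then TGF-beta at 500 pg/mL final, and were incubated 18 hours at 37 degrees C. Viability was read by CellTiter-Glo luminescence. Media-only wells were set as complete cell-killing and DMSO as no toxicity.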
# MCF10A rerep: DNA re-replication induction in MCF 10a cells. MCF 10A DNA re-replication, Hoechst nuclear intensity, 48 h. Potency, µM (series often up to 46.1 µM), inactives show at the top dose activity, positive = re-replication, hits mostly activators. hit rate 2.9% among 350,000. AID 624296; note: potency is the fitted concentration of half-maximal effect; % of control where 0% means no effect; nearly all actives have a fitted effect of over 50% in size
# ATXN viability: cell viability loss in ATXN counter-screen | AID 651635 | hit rate 0.49% among 400,000 | Potency, µM (titrated, usually from 56.7 µM), actives largely listed as cytotoxic | S2 cells (HEK-293 line with an ATXN2-luciferase reporter) viability, CellTiter-Fluor protease fluorescence, 24 h; note: potency is the fitted concentration of half-maximal effect; nearly all actives have a fitted effect of over 40% in size
# KB-3-1 tox: kills parental KB-3-1 adenocarcinoma cells. KB-3-1 viability, CellTiter-Glo ATP luminescence, 72 h. Potency, µM (series often up to 46.1 µM), for inactives: top-dose activity change, negative = cytotoxic, usual class: cytotoxic. hit rate 1.4% among 400,000. AID 1347075; note: potency is the fitted concentration of half-maximal effect; % is set by controls: 0 for no effect and ±100 for the full control effect; nearly all actives have a fitted effect of over 60% in size
#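 KB-3-1 cells, DMEM (no phenol red) + 10% FBS; compound by pin transfer, 72 h, 37 °C. Readout: CellTiter-Glo luminescence after 10 min. Data normalized, curve-fitted.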
# * = called active by the depositor; i = inactive; ? = inconclusive; / = not tested or not shown; & = joins results of further samples; [ ] = another dose, or the depositor's remark. Unless noted, calls come from the whole dose curve; as a rule, active = well fitted curve in the direction sought with a large enough effect; inconclusive = small, poorly fitted or top-dose-only effect, or another doubt; inactive = no such curve, though single readings can be large; an effect the other way counts as inactive or inconclusive.
# Each structure is followed by: ATXN2 expr inh | HT1080 IDH1KD tx | HT1080-NT tox | IL1B secr inh | SW480 rereplic | HepG2 viability | MCF10A rerep | ATXN viability | KB-3-1 tox
CN(C(=O)COC(=O)c1cc(NS(=O)(=O)c2cc([N+](=O)[O-])ccc2Cl)ccc1O)C1CCCCC1
 : -3% | -22% | -21% | -81* | 0% | 2% | ? | i | 14%
Cc1cccc([C@@H]2[C@@H]3C(=O)N(C)C(=O)[C@@H]3[C@@H]3C(=O)Nc4ccccc4C(=O)N23)c1
 : 3% | -5% | 4% | 34 | -7% | -5% | -1% | i | 0%
O=[N+]([O-])c1nn(-c2ccc3c(c2)OCCO3)n(O)c1=NC1CCN(Cc2ccccc2)CC1
 : / | -16% | -21% | 5 | 7.3µM* | -23% | 15% | ? | 1%
Cc1ccc(OCCSc2nc3ccccc3n2CC(=O)O)cc1C
 : ? | 8% | 6% | -9 | -18% | 55% | 0% | i | 5%
CCNC(=O)CC1C(=O)N(C)C(=S)N1NC(=O)c1ccc(Cl)cc1 (stereo unspecified)
 : -6% | 0% | -3% | 0 | 0% | -24% | 4% | i | -3%
CCCCNC(=O)Nc1cc(C(=O)OC)ccc1C
 : -8% | 5% | 10% | 2 | -3% | 11% | -9% | i | 12%
O=C(Nc1ccncc1)c1cc2ccccc2cc1O
 : 12% | ? | ? | -88* | 1% | -14% | ? | ? | ?
COc1ccc(C)cc1NC(=O)c1sc2nc(C)nc(N3CCOCC3)c2c1C
 : -11% | 6% | -1% | 15 | 8% | 0% | 4% | i | 6%
Cc1ccc(NC(=O)c2cc3cc(C)ccc3n2C)cc1
 : 7% | / | / | / | / | -12% | / | i | 11%
COc1ccc(CCNC(=S)NC(=O)c2cc(OC)c(OC)c(OC)c2)cc1OC
 : -21% | -15% | -6% | -1 | -7% | 3% | ? | / | -3%
Cc1nc2oc3ccccc3c(=O)c2cc1C(=O)O
 : 17% | 9% | 0% | 3 | -10% | 6% | -8% | i | -6%
Cc1cc(C(F)(F)F)n(-c2nc(C(=O)N/N=C/c3ccc(F)cc3)cs2)n1
 : ? | -4% | -16% | -25 | 8% | -42% | ? | ? | ?
COc1ccccc1NC(=O)C1=C(C)Nc2nc(-c3ccccc3)nn2C1c1ccccn1 (stereo unspecified)
 : 2% | 5% | 8% | -3 | 7% | 0% | ? | i | 1%
CCOC(=O)C1=C(COC(=O)C(CC)c2ccccc2)NC(=O)NC1C (stereo unspecified)
 : 3% | -1% | 0% | 22 | 4% | -5% | 3% | i | -10%
Cc1ccc(S(=O)(=O)NC(=O)NCc2ccc3c(c2)OCO3)cc1
 : 2% | 8% | 2% | 1 | -15% | 7% | ? | i | 5%
Cc1ccc(N2CC(O)Cn3c2nc2c3c(=O)[nH]c(=O)n2C)cc1 (stereo unspecified)
 : 5% | 8% | 8% | 21 | -7% | 0% | -1% | i | 16%
Cc1cc(C)c2cc(CN(CCCO)S(=O)(=O)c3ccccc3F)c(=O)[nH]c2c1
 : -15% | -18% | -7% | -11 | 2% | -14% | 12% | i | 6%
CCN1CCN(CCNC(=O)Cn2c(=O)c3cccn3c3ccc(F)cc32)CC1
 : -13% | 3% | 1% | -6 | 2% | -5% | ? | i | 4%
N=c1ncn(C2OC(CO)C(O)C2O)c2nc(Br)[nH]c12 (stereo unspecified)
 : / | -1% | -1% | -26 | / | 3% | / | i | -12%
CS(=O)(=O)c1ccc(NC(=O)CCN2C(=O)C3CCCCC3C2=O)cc1 (stereo unspecified)
 : 1% | -5% | -9% | 0 | -8% | 1% | 8% | i | -2%
O=C(/C=C/c1ccc2c(c1)OCO2)NCCS(=O)(=O)N1CCN(c2ccccc2)CC1
 : / | 7.3µM* | ? | -15 | / | -1% | / | i | ?
Cc1cccnc1CCNC(=O)C1CCC(=O)N(Cc2cccc(F)c2)C1 (stereo unspecified)
 : -1% | 13% | 10% | 8 | 0% | -11% | -2% | i | 15%
Cc1cccc(N2C(=O)c3ccc(C(=O)Nc4ccccn4)cc3C2=O)c1
 : -12% | 9% | 19% | 16 | -27% | 4% | 22% | i | 4%
CC(C)c1ccc(CNc2nc(-c3ccco3)nn2C(=O)c2ccc([N+](=O)[O-])cc2)cc1
 : 5% | / | / | / | / | -30% | / | i | 3%
CCOc1ccccc1C(=O)Nc1cc(OC)ccc1OC
 : 5% | ? | 12% | 28 | 1% | -26% | 9% | i | -26%
CN1CCN(c2nc3c(c(=O)[nH]c(=O)n3C)n2Cc2ccccc2F)CC1
 : 2% | 8% | 17% | 9 | 1% | 28% | 1% | i | -3%
COc1cccc(-c2nc(COc3ccc(Cl)cc3Cl)no2)c1
 : / | 14% | 10% | -22 | -15% | -9% | 5% | i | -1%
COc1cccc(CNC(=O)CCCc2c[nH]c3ccccc23)c1
 : -9% | -11% | 16% | -16 | -18% | -33% | 3% | i | -22%
Cc1nc(-c2ccc(C(=O)Nc3cc(S(N)(=O)=O)ccc3C)cc2)cs1
 : / | -4% | 0% | -1 | -11% | -3% | 1% | i | -4%
COC(=O)c1cc(NC(=O)Nc2ccccc2)ccc1Cl
 : 34%[activator] | 1% | -3% | 4 | ? | -2% | 4% | ? | 19%

# Record cards, from the list above:
# Profile of Cc1nc2oc3ccccc3c(=O)c2cc1C(=O)O = ATXN2 expr inh = 17%; HT1080 IDH1KD tx = 9%; HT1080-NT tox = 0%; IL1B secr inh = 3; SW480 rereplic = -10%; HepG2 viability = 6%; MCF10A rerep = -8%; ATXN viability = i; KB-3-1 tox = -6%
# Profile of Cc1cc(C(F)(F)F)n(-c2nc(C(=O)N/N=C/c3ccc(F)cc3)cs2)n1 = ATXN2 expr inh = ?; HT1080 IDH1KD tx = -4%; HT1080-NT tox = -16%; IL1B secr inh = -25; SW480 rereplic = 8%; HepG2 viability = -42%; MCF10A rerep = ?; ATXN viability = ?; KB-3-1 tox = ?

# Other entries follow:
Compound | ATXN2 expr inh | HT1080 IDH1KD tx | HT1080-NT tox | IL1B secr inh | SW480 rereplic | HepG2 viability | MCF10A rerep | ATXN viability | KB-3-1 tox
O=C(OCCN=C1NS(=O)(=O)c2ccccc21)c1ccncc1 | 2% | 0% | 1% | 23 | -12% | -2% | 19% | i | 8%
COc1cc(/C=C/C(=O)c2ccc(NS(=O)(=O)c3ccc(C)cc3)cc2)ccc1OC(F)F | ? | ? | ? | -93* | ? | -41% | 23µM* | ? | 7%
CC(C)(C)OC(=O)N1CCCC(C(=O)Nc2ccc(C(=O)N3CCOCC3)cc2)C1 (stereo unspecified) | 11% | 4% | 5% | 7 | -4% | 3% | 9% | i | 1%
CCSc1nnc(NC(=O)c2cccs2)s1 | 35%[activator] | 0% | -1% | -16 | 0% | -1% | -23% | i | 3%
C=C(c1ccc(OC)cc1)c1ccc(OC)cc1 | -5% | 2% | 5% | 0 | ? | 6% | ? | ? | ?
O=C(Nc1ccc(-c2nc3ccccc3o2)c(O)c1)c1ccccc1 | 22% | / | / | / | / | 5% | / | ? | 5%
Cc1cc(NC(=O)c2ccc(Br)o2)ccc1NC(=O)c1ccco1 | 8% | ? | ? | / | -3% | 10µM* | -3% | i | ?
COc1ccc(NC(=O)Nc2cccc(Cl)c2Cl)c(OC)n1 | 0% | ? | -5% | -3 | ? | 2% | ? | i | 1%
COC(=O)c1ccccc1Oc1ccc(NC(=O)CCCl)cc1 | -9% | 6% | 7% | 13 | -4% | 2% | -2% | i | 13%
COc1ccc(OC)c(-c2csc(NC(=O)COC(=O)c3ccc(NC(=O)CC#N)cc3)n2)c1 | -7% | 8% | 12% | -9 | -3% | -2% | 3% | i | 23%
O=C(c1ccccn1)N1N=C2/C(=C/c3ccccc3)CCCC2C1c1ccccc1 (stereo unspecified) | 16% | -14% | -3% | 1 | ? | -26% | 0% | i | -9%
C/C(=N\Nc1ccc([N+](=O)[O-])cc1)c1ccc(-n2nncc2C)cc1 | -21% | ? | -18% | ? | ? | 1% | ? | i | -4%
CCn1c(COc2cccc(C)c2)nc2ccccc21 | 5%&9% | -4% | -2% | -19 | 4% | -12%&-25% | 10% | i | -4%&0%
CCOC(=O)c1c(C)cc(C)[nH]c1=O | -1% | 18% | 21% | 11 | ? | 6% | -39%[inhibitor] | i | 6%
COc1ccc2[nH]cc(CCNC(=O)c3ccco3)c2c1 | 7% | 12% | -18% | -11 | -14% | -2% | 42% | i | 0%
O=C(CCn1c(=O)c2ccccc2n(Cc2ccc(F)cc2Cl)c1=O)NCc1ccc2c(c1)OCO2 | 12% | / | / | / | / | 2% | / | i | 15%
Cc1ccccc1NC(=O)COc1nsnc1N1CCOCC1 | -9% | -4% | 5% | -2 | -4% | -17% | 5% | i | 8%
O=S1(=O)c2ccc(Br)cc2N2CC[C@H](C2)N1Cc1ccc(Cl)cc1 | -13% | 7.3µM* | ? | 62 | 6.5µM* | -11% | 3.3µM* | i | ?
Cc1ccccc1OCc1nnc(SCC(=O)Nc2ccc3c(c2)oc2ccccc23)n1C | -22% | 7% | 10% | 0 | 6% | -24% | 2% | i | 15%
O=c1c2ccccc2nc(N/N=C/c2ccccc2)n1O | -14% | -9% | -14% | -1 | -8% | -17% | 1% | i | -28%
CCc1nc2ccc(C(=O)N3CCN(C(=O)c4ccco4)CC3)cn2c1N(C=O)Cc1ccc(OC)cc1 | 4% | 3% | ? | 10 | / | -6% | / | i | 0%
O=C(COc1ccc2c3c(c(=O)oc2c1)CCCC3)NCc1ccncc1 | -5% | 15% | 23% | -18 | -4% | 3% | -1% | i | -4%
COc1ccccc1N1CCN(CCCNC(=O)Nc2ccccc2C)CC1 | 2% | 6%[9.24 µM] | 0% | -13 | -9% | 3% | 2% | i | -4%
